Source: PubChem (National Center for Advancing Translational Sciences (NCATS))
TCR act: Activators of T cell receptors: qHTS campaign | primary human leukocytes, anti-CD3, IL-2 HTRF, 48 h | Potency, µM (series often up to 9.22 µM), without a hit: at the top dose activation of IL-2 secretion, most hits filed as activators | 330,000 tested, under 10 active; note: % of control where 0% means no effect
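Primary human leukocytes receive a-CD3 beads and test compound and are incubated 48 hr. Secreted IL-2 is then assayed by HTRF, measuring 665nm acceptor emission after 320nm excitation of the europium donor.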
PTAP TSG101 blk: qHTS Assay for Iinhibitors of HIV-1 Budding by Blocking the Interaction of PTAP/TSG101 | AID 493005, 2010 | Fluorescence polarization, FITC-PTAP peptide / Tsg101 binding | 340,000 tested, under 10 active | Potency, µM (doses to about 115 µM), for inactives: at the top dose activity change, negative = inhibition, hits mostly inhibitors; active = well fitted inhibition curve with a large enough effect in the main read-out, with a control signal flat, not every such curve was filed as active; inconclusive = small, poorly fitted or top-dose-only effect, or effect the other way, or a change in a side signal; inactive = no such curve, though single readings can be large or run the other way; note: potency is the fitted concentration of half-maximal effect; % of control where 0% means no effect
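Fluorescence polarization binding of Tsg101 binding domain (10 uM final) to FITC-labeled PTAP peptide (50 nM final) in HEPES pH 7.5 buffer with NaCl, Tween 20, EDTA, TCEP. Compounds added before peptide; binding 20 min at RT.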
uPA surface inh: qHTS for Inhibitors of Cell Surface uPA Generation; AID 540303, 2011; cell surface uPA generation assay, qHTS; Potency, µM (series often up to 38.3 µM), for the others: at the top dose activity change, negative = inhibition, most hits filed as inhibitors; hit rate 0.31% among 330,000; active = well fitted inhibition curve with a large enough effect; inconclusive = small, poorly fitted or top-dose-only effect; inactive = no such curve, though single readings can be large or run the other way; tested in mouse RAW 264.7 cells; note: potency is the fitted concentration of half-maximal effect; % is set by controls: 0 for no effect and ±100 for the full control effect; nearly all actives have a fitted effect of over 55% in size
BCR signal inh: qHTS Assay to Find Inhibitors of Chronic Active B-Cell Receptor Signaling. ABC-DLBCL IkBa-CBG/CBR reporter, luminescence ratio, 4 h. Potency, µM (titrated, usually from 46.1 µM), for inactives: at the highest dose ratio change, negative = lower green/red ratio, hits mostly inhibitors. hit rate 0.05% among 340,000. AID 493014, 2011; active = well fitted inhibition curve with a large enough effect in the signal ratio, with a control signal flat, not every such curve was filed as active; inconclusive = small, poorly fitted or top-dose-only effect, or effect the other way, or a change in a side signal; the % refers to the signal ratio;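 note: potency is the fitted concentration of half-maximal effect; plate controls were basal doxycycline-induced cells for no effect and cells given 10 µM MG132 for full effect; MG132 reads +100%, hits lower the ratio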
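Cell line TMD8 (human ABC DLBCL), stably expressing tet-inducible CBG68-IkBa fusion and CBR; IMDM/0.5% FBS; cpd up to 46 uM; dox induction, 4 h, 37C/5% CO2; dual luminescence; green/red ratio; MG132 control.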
Mito fusion yeast: qHTS Assay for Small Molecule Inhibitors of Mitochondrial Division or Activators of Mitochondrial Fusion; S. cerevisiae fusion-defective mutant growth rescue, CellTiterGlo 48 h; Potency, µM (titrated, usually from 46.1 µM), without a hit: at the top dose growth rescue (activation), most hits filed as activators; hit rate 0.23% among 320,000;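 note: potency is the fitted concentration of half-maximal effect; % of control where 0% means no effect; nearly all actives have a fitted effect of over 45% in size; temperature-sensitive fusion mutants such as fzo1-1 at 37 °C on non-fermentable ethanol glycerol medium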
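Compounds are tested for their ability to restore growth of mitochondrial fusion-defective yeast strains at non-permissive 37C in YPEG medium over 48 hours. Viability is quantified by luciferase luminescence.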
ELG1 repair inh: qHTS screen for small molecules that inhibit ELG1-dependent DNA repair in human embryonic kidney (HEK293T) cells expressing luciferase-tagged ELG1. hit rate 2.3% among 330,000. HEK293T ELG1-luciferase reporter, luminescence, 16 h; DNA damage induced by 5-fluorouridine. Potency, µM (top dose mostly 46.1 µM), for inactives: at the highest dose activity change, negative = inhibition, actives largely listed as inhibitors; note: potency is the fitted concentration of half-maximal effect; % is set by controls: 0 for no effect and ±100 for the full control effect; nearly all actives have a fitted effect of over 55% in size
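5-Fluorouridine DNA damage + compound/DMSO, 2,000 cells/well, 16 h, 37 °C/5% CO2. ONE-Glo, 30 min RT, luminescence. Readout = decrease in reporter signal.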
USP2a block: qHTS Assay for Inhibitors of Ubiquitin-specific Protease USP2a Using CHOP2 as the Reporter | Ubiquitin carboxyl-terminal hydrolase 2 (Homo sapiens), O75604 | USP2 core, Ub-CHOP2 coupled fluorogenic reporter, 485/531 | Potency, µM (titrated, usually from 38.3 µM), without a hit: at the highest dose activity change, negative = inhibition, most hits filed as inhibitors | hit rate 0.01% among 330,000 | AID 463254, 2010;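 note: potency is the fitted concentration of half-maximal effect; plate controls were DMSO wells for no effect and full inhibition by NEM control for full effect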
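Deubiquitinase activity read as fluorescence (485/531 nm) after Ub-CHOP2 cleavage activates the enterokinase reporter on its substrate; USP2 core 10nM, Ub-CHOP2 and substrate 25nM each, 30min compound preincubation then 60min RT; data normalized to NEM, curves fitted.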
TSHR antag: Antagonists of the Thyroid Stimulating Hormone Receptor: HTS campaign | Thyrotropin receptor (Homo sapiens), P16473 | TSHR-expressing cells, TSH-stimulated cAMP HTRF, 2 h; hits give low values | activity change, negative = inhibition, % at 11.5 µM | hit rate 0.2% among 330,000 | AID 504810, 2011;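 active = activity change below a set negative limit, meaning inhibition stronger than a set level, cut at about -70% in these data; inconclusive = activity change between two set negative limits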; note: % is set by controls: 0 for no effect and ±100 for the full control effect
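Cell-based HTRF cAMP assay; TSHR cells + compound, TSH EC80 (4nM final), 2 h, 37 deg C. Lysis with anti-cAMP cryptate and cAMP-d2, 30 min RT, read 665/620 nm.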
B2AR arrestin: qHTS assay of beta-arrestin-biased ligands of beta2-adrenergic receptor | Beta-2 adrenergic receptor (Homo sapiens), P07550 | beta-arrestin recruitment to beta2AR, cell-based reporter | Potency, µM (doses to about 46.1 µM), without a hit: at the top dose activation, actives largely listed as activators | hit rate 0.02% among 330,000 | AID 492947, 2010;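 note: potency is the fitted concentration of half-maximal effect; 0% = DMSO controls and full agonism = EC100 isoproterenol or metaproterenol; nearly all actives have a fitted effect of over 65% in size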
Eya2 phos inh: qHTS Assay for Inhibitors of the Phosphatase Activity of Eya2; AID 488837, 2010; Protein phosphatase EYA2 (Homo sapiens), O00167; Potency, µM (highest dose often 76.9 µM), for the others: at the highest dose activity, negative = inhibition, actives largely listed as inhibitors; recombinant Eya2, OMFP fluorescence dephosphorylation (OMFP is methylfluorescein phosphate); hit rate 0.006% among 330,000; note: potency is the fitted concentration of half-maximal effect; % is set by controls: 0 for no effect and ±100 for the full control effect
Target sequence (O00167 whole entry, looked up): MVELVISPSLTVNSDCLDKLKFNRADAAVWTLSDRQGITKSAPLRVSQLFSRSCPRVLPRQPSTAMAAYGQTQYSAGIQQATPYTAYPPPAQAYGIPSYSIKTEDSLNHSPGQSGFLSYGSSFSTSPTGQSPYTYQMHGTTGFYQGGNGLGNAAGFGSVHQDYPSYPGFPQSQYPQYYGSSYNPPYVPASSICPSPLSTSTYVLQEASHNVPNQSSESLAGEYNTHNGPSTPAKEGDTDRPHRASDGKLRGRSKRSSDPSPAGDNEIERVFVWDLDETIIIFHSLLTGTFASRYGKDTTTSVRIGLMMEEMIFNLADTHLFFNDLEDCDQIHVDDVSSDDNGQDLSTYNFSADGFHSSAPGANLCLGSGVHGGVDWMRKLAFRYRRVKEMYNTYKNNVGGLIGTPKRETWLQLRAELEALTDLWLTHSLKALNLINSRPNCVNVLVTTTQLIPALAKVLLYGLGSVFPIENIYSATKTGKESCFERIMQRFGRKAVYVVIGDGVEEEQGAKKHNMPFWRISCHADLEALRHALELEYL
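Eya2 (0.2 uM) preincubated 10 min at ambient with compound, then OMFP substrate added at 50 uM; 10 min reaction in 50 mM HEPES pH 7.5, 50 mM NaCl, 5 uM MgCl2, 0.05% BSA, 1 mM DTT. Fluorescence read at Ex 485/Em 525 nm.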
Tb PFK inh: qHTS Assay to Find Inhibitors of T. brucei phosphofructokinase | ATP-dependent 6-phosphofructokinase (Trypanosoma brucei brucei), O15648 | T. brucei PFK, ADP-Glo luminescence | Potency, µM (top dose mostly 57.5 µM), without a hit: at the top dose activity, negative = inhibition, usual class: inhibitors | hit rate 0.17% among 330,000 | AID 485367, 2010;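 note: potency is the fitted concentration of half-maximal effect; 0% = uninhibited 1x PFK enzyme wells and -100% = no-enzyme wells; nearly all actives have a fitted effect of over 60% in size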
Target sequence (O15648 whole entry, looked up): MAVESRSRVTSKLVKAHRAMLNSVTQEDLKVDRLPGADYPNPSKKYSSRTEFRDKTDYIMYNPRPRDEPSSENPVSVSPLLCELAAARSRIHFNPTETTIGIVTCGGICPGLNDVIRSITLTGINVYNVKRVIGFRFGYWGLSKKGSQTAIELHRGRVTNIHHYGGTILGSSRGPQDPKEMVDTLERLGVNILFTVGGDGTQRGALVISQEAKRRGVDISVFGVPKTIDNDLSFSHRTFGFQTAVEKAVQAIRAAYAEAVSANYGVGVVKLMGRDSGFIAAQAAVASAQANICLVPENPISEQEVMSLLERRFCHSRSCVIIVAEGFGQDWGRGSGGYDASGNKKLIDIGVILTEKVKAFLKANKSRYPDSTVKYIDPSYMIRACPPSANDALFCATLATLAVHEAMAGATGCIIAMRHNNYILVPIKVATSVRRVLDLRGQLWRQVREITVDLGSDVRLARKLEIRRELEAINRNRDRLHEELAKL
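Compounds were pin-transferred as a titration series up to 57 uM into substrate buffer (0.5 mM F6P, 0.1 mM ATP, pH 8.0), then 1.25 nM PFK was added and reactions ran 45 min before ADP-Glo detection.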
Numbers without * were called inactive; ? = inconclusive; . = not tested or not shown; [ ] = dose if it differs, or a comment. Unless noted, calls come from the whole dose curve; as a rule, active = well fitted curve in the direction sought with a large enough effect; inconclusive = small, poorly fitted or top-dose-only effect, or another doubt; inactive = no such curve, though single readings can be large; an effect the other way counts as inactive or inconclusive. No enrichment for hits. About 3% of those tested had a hit in this group.

SMILES	TCR act	PTAP TSG101 blk	uPA surface inh	BCR signal inh	Mito fusion yeast	ELG1 repair inh	USP2a block	TSHR antag	B2AR arrestin	Eya2 phos inh	Tb PFK inh
NC(=O)C1CCN(c2ccc([N+](=O)[O-])cc2Cl)CC1	-4%	-1%	6%	4%	-1%	2%	-1%	-6	-1.1%	12%	-9%
COc1ccc(-c2nc(N)n(C(=O)c3cccs3)n2)cc1	6%	-2%	3%	?	-37%[inhibitor]	19%	-1%	-6	0.0%	6%	1%
COc1ccc(/C=N/NC(=O)c2ccccc2OC)cc1COc1ccc(C)cc1	-5%	-4%	5%	0%	-3%	29%	-3%	-2	-0.3%	3%	-15%
CCOc1cc(C2C3=C(CC(C)(C)CC3=O)N(CCCOC)C3=C2C(=O)CC(C)(C)C3)ccc1OC	7%	0%	-5%	2%	-2%	-12%	1%	-2	0.5%	10%	-6%
CC(=O)c1ccc(NC(=O)c2ccc3snnc3c2)cc1	-12%	-5%	-5%	-5%	-1%	?	0%	5	-0.5%	6%	-7%
CCCCNC(=O)NCc1cnn(C)c1C	7%	2%	-1%	2%	-2%	?	0%	-2	-0.4%	6%	-2%
CN1CCN(S(=O)(=O)c2cccc(C(=O)Nc3sc4c(c3-c3nc5ccccc5[nH]3)CCCC4)c2)CC1	6%	-1%	3%	?	13%	?	0%	-4	-1.4%	-11%	-1%
Oc1ccc(-c2nc3ccc4ccccc4c3c3c2CCC3)cc1O	7%	-1%	-4%	7%	16µM*	?	3%	2	-1.0%	-3%	9%
COc1nc(N2CCCC2)nc(-n2nnc(C(C)=O)c2C)n1	6%	-11%	-1%	?	-5%	2%	-1%	0	0.0%	-1%	-3%
CCOc1ccc(-n2ccnc2SCC(=O)NCc2ccc3c(c2)OCO3)cc1	0%	-1%	0%	1%	3%	-10%	-2%	5	-0.2%	9%	-1%
CCc1nc(CN2CCCC(C(=O)c3ccc4c5c(cccc35)CC4)C2)c(C)[nH]1 (configuration not stated)	2%	0%	-5%	?	1%	?	4%	1	-1.0%	-19%	3%
C#CCOCCOCCOCCNc1nc(N2CCN(C(=O)[C@H](CCCCN)n3cc([C@@H](N)C(C)CC)nn3)CC2)nc(N2CCN(C(=O)[C@H](CCCCN)n3cc([C@@H](N)CC(C)C)nn3)CC2)n1 (some centres not stated)	-8%	.	-4%	-7%	5%	15%	-1%	-3	0.4%	3%	7%
CC(C)CN=CC1=C(O)c2ccccc2C1=O	-17%	0%	-10%	?	2%	?	2%	-4	0.2%	5%	-2%
O=c1[nH]c(/C=C/c2ccccn2)nc2ccccc12	9%	-2%	?	?	14%	?	-9%	3	-0.8%	0%	-6%
COc1ccccc1N(C)S(=O)(=O)c1ccc(C(=O)OCC(=O)NCc2cccs2)cc1	-5%	-1%	-2%	?	13%	-1%	2%	1	0.2%	-3%	0%
CN(C)/C=C1\N=C(c2ccccc2)OC1=O	-5%	-2%	-1%	4%	-4%	23%	3%	4	0.0%	2%	3%
CC(C)CC(=O)Nc1ccc2c(c1)OCO2	0%	-5%	-2%	3%	1%	18%	3%	4	0.7%	11%	1%
N/C(CN1CCCC1=O)=N\OC(=O)c1ccccc1Cl	.	-6%	-2%	-4%	-3%	?	3%	-6	0.4%	18%	5%
CN(C1CCCCC1)S(=O)(=O)c1ccc(-n2cnnn2)cc1	3%	-3%	6%	0%	3%	14%	3%	10	0.2%	18%	-2%
Cc1cccc(C)c1NC(=O)C1(NC(=O)Cn2cccc([N+](=O)[O-])c2=O)CCCCC1	6%	-4%	-1%	5%	0%	11%	5%	-3	-1.0%	5%	4%
CN(C)c1ccc(/C=C/C(O)=C2/C(=O)N(C)C3(C)CC2c2ccccc2O3)cc1 (configuration not stated)	.	.	.	?	-14%	-19%	2%	-3	0.0%	31%	0%
Clc1ccccc1CSc1nncn1-c1cccnc1	.	.	.	-1%	4%	9%	2%	-2	-0.8%	-9%	3%
CCCCc1ccc(-c2csc(/C(C#N)=C/c3ccc(C)o3)n2)cc1	0%	-7%	4%	-1%	1%	-4%	2%	-3	-0.7%	4%	-1%[0.46 µM]
Cc1c(C(=O)NC2CC(=O)N(c3ccc4c(c3)OCCO4)C2)cccc1[N+](=O)[O-] (configuration not stated)	2%	-6%	0%	-12%	0%	-22%	1%	8	0.1%	12%	-11%
CC(C)N(Cc1nc(-c2ccccc2)no1)S(=O)(=O)c1ccccc1	8%	-6%	-26%	?	7%	-29%	-9%	-10	-1.5%	2%	5%

Compound profiles, from the list above. Values in the order: TCR act | PTAP TSG101 blk | uPA surface inh | BCR signal inh | Mito fusion yeast | ELG1 repair inh | USP2a block | TSHR antag | B2AR arrestin | Eya2 phos inh | Tb PFK inh
COc1ccccc1N(C)S(=O)(=O)c1ccc(C(=O)OCC(=O)NCc2cccs2)cc1 reads -5% | -1% | -2% | ? | 13% | -1% | 2% | 1 | 0.2% | -3% | 0%
Clc1ccccc1CSc1nncn1-c1cccnc1 reads . | . | . | -1% | 4% | 9% | 2% | -2 | -0.8% | -9% | 3%
COc1ccc(-c2nc(N)n(C(=O)c3cccs3)n2)cc1 reads 6% | -2% | 3% | ? | -37%[inhibitor] | 19% | -1% | -6 | 0.0% | 6% | 1%

The list continues:
SMILES	TCR act	PTAP TSG101 blk	uPA surface inh	BCR signal inh	Mito fusion yeast	ELG1 repair inh	USP2a block	TSHR antag	B2AR arrestin	Eya2 phos inh	Tb PFK inh
Cc1ccc(C(=O)NCCN2C3=NC[C@H](C)N3C[C@H]2Cc2ccc(O)cc2)cc1Br	1%	-2%	-10%	?	0%	3%	-1%	2	0.2%	11%	-2%
CCc1nnc(NC2=NCCC2)s1	-20%	-11%	6%	?	-2%	14%	1%	12	0.2%	24%	-19%
CCN1CCCC1CN=Cc1c(O)n(-c2ccccc2)c(=O)c2ccccc12 (configuration not stated)	2%	-5%	6%	7%	-1%	3%	5%	11	0.2%	1%	-1%
CC(C)(Oc1ccc(Cl)cc1)C(=O)NC1CCSC1=O (configuration not stated)	-2%[46.1 µM]	-8%	.	4%	6%	3%	0%	5	-0.6%	2%	13%
CCOC(=O)C1CCN(Cc2cc(C(C)(C)C)c(O)c(C(C)(C)C)c2)CC1	-4%	-11%	3%	?	-14%	12%	-4%	7	0.3%	2%	1%
C[N+]1(CC2COC3(CCCCC3)O2)CCCC1 (configuration not stated)	0%[46.1 µM]	-2%	1%	1%	-1%	7%	1%	9	1.8%	2%	-5%
O=C(NCc1cccs1)c1noc2c1CCCCC2	0%	-3%	.	-6%	5%	?	1%	-1	-0.2%	0%	1%
CCc1ccc(-c2cc(C)no2)cc1S(=O)(=O)N1CCCN(Cc2ccc(F)cc2)C1	-11%	-3%	?	?	-18%	-8%	0%	-4	0.0%	-4%	-1%
CC1(C)C(=O)OC(c2c(F)c(F)c(F)c(F)c2F)C2(CCCCC2)C1=O (configuration not stated)	-3%	-2%	4%	3%	-8%	13%	1%	11	0.0%	4%	4%
CN(C(=O)CN1C(=O)/C(=C/c2ccc(F)cc2)SC1=S)C1CCS(=O)(=O)C1 (configuration not stated)	2%	-9%	-3%	-7%	9%	-4%	1%	8	0.5%	-3%	0%
COc1cc(Br)c(C(=O)c2nccc3cc(OC)c(OC)cc23)cc1OC	-1%	-2%	0%	-3%	4%	-10%	1%	-29	-0.5%	-11%	0%
